Assay outcomes deposited in PubChem BioAssay by The Scripps Research Institute Molecular Screening Center.
GPR151 ag: activators of human GPR151. PathHunter beta-arrestin GPR151 cells, luminescence. activation, % at 11.2 µM. actives 1% (n = 650,000). Q8TDV0; in the data active = activation above about 4.9%;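 also: 0% = median of compound wells and 100% = cells with positive control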
FBW7 act: human FBW7 E3 ligase activation, primary screen. actives 0.13% (n = 650,000). AlphaScreen FBW7–phospho-cyclin E peptide binding, activator screen. Q969H0. normalized activity (activation), % at 26.1 µM; in the data active = normalized activity above about 1.9%;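 also: purified mutant Fbw7 with reduced substrate affinity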
Target sequence (Q969H0 whole entry, looked up): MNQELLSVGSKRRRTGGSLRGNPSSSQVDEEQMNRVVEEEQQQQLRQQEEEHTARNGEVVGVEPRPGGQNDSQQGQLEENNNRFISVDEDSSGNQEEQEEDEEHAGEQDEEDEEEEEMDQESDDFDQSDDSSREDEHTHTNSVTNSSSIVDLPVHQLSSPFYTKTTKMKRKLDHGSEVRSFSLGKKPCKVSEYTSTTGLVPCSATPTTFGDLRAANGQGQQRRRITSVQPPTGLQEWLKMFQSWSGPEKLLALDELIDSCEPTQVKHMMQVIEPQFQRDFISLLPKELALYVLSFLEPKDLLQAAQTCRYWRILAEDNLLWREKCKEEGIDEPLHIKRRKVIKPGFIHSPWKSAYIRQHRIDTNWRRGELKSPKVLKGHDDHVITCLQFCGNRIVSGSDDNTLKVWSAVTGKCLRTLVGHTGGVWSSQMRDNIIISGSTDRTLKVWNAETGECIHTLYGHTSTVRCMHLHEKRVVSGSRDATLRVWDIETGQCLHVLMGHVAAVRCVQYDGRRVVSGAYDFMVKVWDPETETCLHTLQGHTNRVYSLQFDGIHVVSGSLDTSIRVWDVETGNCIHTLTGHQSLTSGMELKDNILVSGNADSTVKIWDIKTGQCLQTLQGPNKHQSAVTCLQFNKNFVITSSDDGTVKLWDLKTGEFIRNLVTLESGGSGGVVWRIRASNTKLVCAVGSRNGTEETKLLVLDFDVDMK
TEAD-YAP inh: TEAD-YAP interaction inhibition | HEK-TIYL cells, TEAD-Gal4/YAP UAS-luciferase luminescence | inhibition, % at 9.12 µM | actives 1.4% (n = 640,000) | AID 1259422; in the data active = inhibition above about 32%;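 also: 0% = median of test compound wells and 100% = reference inhibitor wells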
MITF inh: inhibitors of human MITF; O75030; AlphaScreen MITF homodimerization, bead proximity signal; inhibition, % at 2.6 µM; actives 0.91% (n = 650,000); AID 1259374; in the data active = inhibition above about 50%;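 also: 0% = vehicle wells with protein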
* = called active by the depositor; & = joins results of further samples.

Molecule	GPR151 ag	FBW7 act	TEAD-YAP inh	MITF inh
Cc1ccc(-c2ccccc2CN2CCN(C3CCN(C(C)C)CC3)C(CCO)C2)o1 (stereo not given)	-0.1	-0.1	-3.4	-0.7
CCC(C)N(C(=O)COC(=O)c1[nH]c(C)c(C(C)=O)c1C)C1CCS(=O)(=O)C1 (stereo not given)	-0.1	0.1	-1.5	-2.4
Cc1ccnn1CCC(=O)N1CCCC(c2c(S(C)(=O)=O)cnc3ncnn23)C1 (stereo not given)	4.9	0.1	3.9	-7.6
CSC1=NCCN1C(=O)Cc1ccc(F)cc1	0.0	0.1	-17.9	-6.3
CCOC(=O)c1c(C)oc2ccc(NS(=O)(=O)c3cc(OC)ccc3OC)cc12	3.5	0.0	-3.8	-10.6
O=C1CSC(c2ccc(Br)cc2)N1c1ccccc1 (stereo not given)	-1.8	-0.2	4.2	-4.4
c1ccc(Cc2nnc3n2CCN(Cc2ccco2)CC3)cc1	-0.6	-0.1	-3.3	-5.7
O=C(OCc1nnc(-c2ccccc2)o1)C1CC(=O)N(c2ccccc2)C1 (stereo not given)	2.0	0.2	13.0	-1.8
O=C(NCC1CCCCC1)c1ccc2c(c1)S(=O)(=O)N=C1CCCCCN12	-0.4	0.1	-5.1	11.2
O=C(Cc1c(F)cccc1Cl)N1CCc2ccccc21	3.1	-0.1	17.1	1.6
CC(=O)N1c2c(cc(Br)cc2S(=O)(=O)N2CCOCC2)CC1C (stereo not given)	1.5	0.0	2.5	8.3
O=C(NC1=NCCS1)C1CC2CCC1C2 (stereo not given)	-0.6	-0.1	5.4	13.6
O=C(CSc1nc2ccsc2c(=O)n1Cc1ccc2c(c1)OCO2)c1ccc(Cl)cc1	1.2	-0.2	2.8	-7.9
Cc1cc(-c2ccccc2)nc2cc(C(=O)Nc3cc(C(F)(F)F)ccc3Cl)nn12	2.2	-0.1	3.5	-4.5
Cc1nnc(SCC(=O)NC(=O)CSc2nnc(C)s2)s1	3.7	-0.2	-3.4	-10.1
COC(=O)c1c(NC(=O)c2c(C)cc(C)cc2C)sc2c1C(C(=O)OC)CC2 (stereo not given)	-1.2	0.1	2.3	14.8
COC(=O)c1c(NC2=NS(=O)(=O)c3ccccc32)sc2c1CCCCC2	0.9	0.0	3.6	-6.9
Cc1cc(-n2c(N)c(C(=O)Nc3ccccc3C)sc2=S)ccc1Cl	1.7	-0.2	-2.2	3.1
Cc1cc(C)c2c(n1)sc1c(=O)n(-c3cccc(C(F)(F)F)c3)nnc12	0.9	-0.1	-8.6	4.6
CCCN1C(=O)C2(/C(=C(\O)c3ccccc3)C(=O)C(=O)N2CCCN(C)C)c2ccccc21 (stereo not given)	0.4	-0.1	-1.0	-6.8
CC(Oc1cccc(Br)c1)C(=O)NCc1ccccc1 (stereo not given)	-1.8	0.4	2.4	26.3
COc1cccc(CNC(=O)CSc2nccn3nc(-c4ccc(C)cc4)cc23)c1	-0.9	-0.2	-21.4	-8.1
Cc1nc(N2CCC(C)CC2)c2c(C)c(C(=O)Nc3ccc4c(c3)OCO4)sc2n1	0.1	-0.1	-3.5	-4.0
CCOc1ncccc1C(=O)OCC(=O)c1ccc[nH]1	-0.2	0.1	8.8	5.9
COC(=O)C1=C(C)N(Cc2ccc(C)cc2)C(=O)/C1=C\c1ccc2c(c1)OCO2	0.7	-0.2	6.9	-3.8
O=c1[nH]nc(-c2ccc([N+](=O)[O-])o2)c(=O)[nH]1	-0.9	-0.1	9.8	4.5
COc1ccc(C2CC(=O)C3=C(C2)NC(C)=C(C(=O)OCCOc2ccccc2)C3c2ccc(Br)cc2)cc1 (stereo not given)	0.2	0.0	3.2	-4.7
CCCNCc1c(C(=O)O)n(C)c2cc(OC)ccc12	2.3	0.4	9.9	7.7
O=C1Nc2ccccc2/C1=C\C1=Cc2ccccc2OC1	-0.3	-0.1	-60.1	8.6
CCCCCOC(=O)C1=C(C)NC2=C(C(=O)CCC2)C1c1cc(OC)c(OC)c(OC)c1 (stereo not given)	1.2	0.2	0.0	0.9

Look-ups from the entries so far.
CCCNCc1c(C(=O)O)n(C)c2cc(OC)ccc12 @ MITF inh: 7.7
Cc1ccnn1CCC(=O)N1CCCC(c2c(S(C)(=O)=O)cnc3ncnn23)C1 (stereo not given) @ MITF inh: -7.6

(listing goes on)
Molecule	GPR151 ag	FBW7 act	TEAD-YAP inh	MITF inh
Cc1ccc(CN(C(=O)Nc2ccccc2)C2CCS(=O)(=O)C2)o1 (stereo not given)	0.6	0.1	6.5	12.7
CCOC(=O)CN1C(=O)C2(OCCCO2)c2ccccc21	-0.3	-0.1	1.4	-3.3
CC(C)N1CC=C2C(C#N)=C(N)C(C#N)(C#N)C(c3cccc(Cl)c3Cl)C2C1 (stereo not given)	-0.4	0.1	-11.0	-4.4
CC1CN(C(=S)NC(=O)c2ccccc2F)CC(C)O1 (stereo not given)	-0.1	0.1	7.5	-0.5
O=C(CCN1C(=O)C2C3C=CC(CC3)C2C1=O)N1CCN(c2ccc([N+](=O)[O-])cc2)CC1 (stereo not given)	-0.3	-0.1	-6.6	-14.8
COc1ccc(/C=C/c2ccc3ccccc3[n+]2C)cc1	-1.2	0.1	-3.6	21.5
CCOC(=O)Cn1c(CC)nc2ccccc2c1=O	0.6	-0.1	5.3	2.6
COc1ccccc1C1CC(=O)NC(SCc2ccccc2Cl)=C1C#N (stereo not given)	-0.4	0.0	3.7	6.9
CCC1(C2CCN(Cc3ccoc3)CC2)NC(=O)N(Cc2ccccn2)C1=O (stereo not given)	0.4	0.2	-8.8	-12.1
N#Cc1ccccc1OCC(=O)N/N=C/c1ccc([N+](=O)[O-])c(O)c1	-0.3	0.2	1.4	13.9
COc1ccccc1OCCn1cc(/C=C2/C(=N)N3N=C(C(C)C)SC3=NC2=O)c2ccccc21	0.3	0.3	4.8	4.9
COc1ccc(C2CC(=O)C3=C(C2)NC(C)=C(C(=O)OCCc2ccccc2)C3c2ccccc2Cl)cc1 (stereo not given)	-0.3	0.4	-0.6	6.6
Cc1ccc(-n2c(N)c(C(=O)O)c3nc4ccccc4nc32)cc1C	-1.0	0.1	-4.4	10.3
O=C(OCn1nnc2ccccc2c1=O)c1ccccc1Cl	-0.1	-0.1	6.1	1.2
CCCCCCCCCCCCCCCC(=O)OC(CC(=O)O)C[N+](C)(C)C (stereo not given)	1.3&-2.1	-0.1&-0.1	-9.8	1.2&-2.6
COc1ccc(NC(=O)CN2CCC(NC(=O)Nc3ccc(F)cc3)CC2)c([N+](=O)[O-])c1	3.1	0.0	8.3	36.1
CCN1C(=O)/C(=C\N(C)C)S/C1=N/S(=O)(=O)c1ccccc1	-0.2	0.2	-6.2	19.4
Cn1c(Nc2nc(Nc3ccc4c(c3)OCO4)c3[nH]cnc3n2)nc2ccccc21	1.1	14.1*	-7.7	-0.5
CC1CCN(C(=O)c2ccc(C(C)(C)C)cc2)CC1	0.2	0.0	-47.4	2.6
CCOC(=O)c1ccc(NC(=O)CSc2nnc3c(n2)[nH]c2ccccc23)cc1	1.0	0.1	8.4	4.0
COc1ccc(NC(=O)c2ccc(C)c([N+](=O)[O-])c2)cc1	-2.3	0.1	-73.8	16.6
Cc1ccc(C)n1CCN1CCN(C(=O)C(C)(C)C)CC1	1.5	-0.1	2.1	-40.2
CCOCCn1ccc2c(OCC(=O)c3ccc(OC)cc3)cccc2c1=O	0.9	0.0	2.6	10.3
CCC1CN(Cc2cn(CC)nc2C)Cc2cc(OC)ccc2O1 (stereo not given)	0.2	0.0	4.7	-3.0
COC(=O)c1nnn(-c2nonc2N)c1CSc1ncccn1	-0.5	0.0	1.7	21.9
O=[N+]([O-])c1ccccc1OCCCOc1ccccc1[N+](=O)[O-]	2.2	0.0	-70.5	11.9
O=C1/C(=C/c2ccc(-c3ccc(Cl)c(Cl)c3)o2)C=C(c2ccccc2)N1c1ccccc1O	-0.2	0.9	13.8	-3.6
CCOc1ccccc1NC(=O)Cn1ccn(Cc2ccccc2OC)c(=O)c1=O	-1.9	-0.4	10.4	7.5
CCn1nnc(NC(=O)COc2ccc(OC)cc2)n1	-0.5	0.1	9.5	0.3
Cc1cc(C)c2c(N)c(S(=O)(=O)Cc3ccccc3)sc2n1	0.0	0.0	-3.8	4.6

Following part:
Structure	GPR151 ag	FBW7 act	TEAD-YAP inh	MITF inh
COc1ccc2c(c1)CC(C(=O)Nc1ccc(-c3cn[nH]c3C)cc1O)CO2 (stereo not given)	-0.2	0.2	7.8	44.7
COC1CCCC(C(=O)NC2CC3(CCCC3)Oc3ccccc32)C1 (stereo not given)	0.0	0.1	7.0	0.0
COc1cccc(S(=O)(=O)NCc2ccc(C(=O)Nc3ccc(Cl)cc3)cc2)c1	3.4	0.1	-5.0	1.7
O=C(N/N=C/c1cccc(Cl)c1Cl)c1ccc(O)cc1	0.6	0.0	-1.0	-9.8
CC1Cc2ccccc2N1C1=CC(=O)CC(C)(C)C1 (stereo not given)	-0.3	0.5	16.1	17.0
Cc1ccc(CNC(=O)CCC2CCCN(c3nc4ccccc4s3)C2)o1 (stereo not given)	0.9	-0.1	-9.0	-10.2
Cc1cc2nc(SCc3ccc([N+](=O)[O-])cc3)nc(C)c2cc1C	0.9	0.1	2.6	2.0
COC(=O)Cn1c(O)c(N=NC(=O)CNC(=O)c2ccccc2F)c2ccccc21	1.8	0.0	-5.9	8.1
OCCN(CCO)Cc1ccc(OCC(O)CN2CCc3ccccc3C2)cc1 (stereo not given)	-0.8	-0.1	-7.6	-15.2
CCCCc1ccc(C2=N/C(=C\c3ccc(Cl)c(Cl)c3)C(=O)O2)cc1	0.7	0.0	-2.2	0.2
O=C(COc1ccccc1)Nc1ccc2c(c1)nc1n2CCN(Cc2ccccc2)C1	-0.2	-0.1	9.6	-8.1
O=C(c1cccc(C(F)(F)F)c1)N(c1cccc(Cl)c1)C1C=CS(=O)(=O)C1 (stereo not given)	-1.0	1.3	5.2	10.4
NS(=O)(=O)c1ccc(CNC(=S)Nc2ccc(F)c(Cl)c2)cc1	-0.4	0.0	-0.9	5.4
O=C(N/N=C/c1cc([N+](=O)[O-])cc([N+](=O)[O-])c1O)c1cncc(Br)c1	-0.2	-0.9	6.9	19.1
O=C(Cn1nnc2c(cnn2-c2ccc(F)cc2)c1=O)N1CCOCC1	-0.4	0.0	2.7	-1.2
O=C(N/N=C/c1ccc(Oc2ccc([N+](=O)[O-])cc2[N+](=O)[O-])cc1)c1cccnc1	-5.8	0.1	2.4	21.4
COC(=O)c1sc2nc(CN3CCCCC3)ccc2c1NC(=O)c1ccsc1	0.3	0.2	-7.5	12.1
CCNC(=O)Cc1cccc2ccccc12	-0.3	0.2	8.7	9.0
Cc1ccc(-n2ncc3c(NCc4cccs4)ncnc32)c(C)c1	1.1	-0.1	-12.5	-6.2
CC(=O)Oc1ccc2c3c(c(=O)oc2c1C)CCC3	-0.4	-0.1	7.8	6.2

An excerpt of these results, with two lines to a compound.
Order of values – GPR151 ag | FBW7 act | TEAD-YAP inh | MITF inh
COC(=O)c1sc2nc(CN3CCCCC3)ccc2c1NC(=O)c1ccsc1
→ 0.3 | 0.2 | -7.5 | 12.1
CCNC(=O)Cc1cccc2ccccc12
→ -0.3 | 0.2 | 8.7 | 9.0
Cc1ccc(-n2ncc3c(NCc4cccs4)ncnc32)c(C)c1
→ 1.1 | -0.1 | -12.5 | -6.2
CC(=O)Oc1ccc2c3c(c(=O)oc2c1C)CCC3
→ -0.4 | -0.1 | 7.8 | 6.2

Next section.
Structure	GPR151 ag	FBW7 act	TEAD-YAP inh	MITF inh
Cc1cccc(NC(=O)/C(=C\c2ccc3c(c2)OCO3)NC(=O)c2ccccc2Br)c1	0.9	0.0	-12.6	0.0
CCCOC(=O)C(CC)Sc1ncnc2sc3c(c12)CCCC3 (stereo not given)	-0.2	0.0	3.6	-4.9
CCC(=O)Nc1ccc(C(=O)N2CCN(c3ccccc3)CC2)cc1	0.8	-0.1	2.3	-8.2
CCc1nn(-c2ccccc2)c2nc(-c3cccc(Cl)c3)c3cc(OC)c(OC)cc3c12	0.2	0.3	-3.6	-3.4
CC(=O)N1CCN(C(=S)Nc2ccccc2Cl)CC1	-0.4	0.7	20.9	8.3
COc1ccc2nc(NC(=O)CSc3nnc(C(C)C)n3C)sc2c1	-1.0	-0.1	-47.9	2.0
C/C=C/Cn1c(NC)nc2c1c(=O)[nH]c(=O)n2C	-0.4	1.4	-12.1	14.9
C=Cc1ccc(CC2(C)C(=O)Nc3ccccc32)cc1 (stereo not given)	-1.0	-0.2	3.3	-8.1
c1cc(NCc2cccs2)cc(-c2nc3ccccc3o2)c1	0.7	0.3	-83.7	6.9
Cc1nc(SCC(=O)c2ccc(F)cc2)c2cc(-c3ccccc3)sc2n1	0.5	-0.2	-17.0	-19.6
C(=N\Nc1nc2ccccc2s1)/c1cccs1	-2.0	0.0	-47.4	-11.4
O=C(NC(C(=O)O)C12CC3CC(CC(C3)C1)C2)c1ccc([N+](=O)[O-])cc1 (stereo not given)	-0.6	0.1	-2.3	1.1
